# From PubChem
# GalR3 antag: blocks the human galanin receptor 3; O60755; HEK293 GalR3-CNG cAMP membrane potential fluorescence; galR3 body fused to GalR1 C-terminus; inhibition, % at 3 µM; hit rate 0.44% among 360,000;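 active = inhibition above the screen-wide average plus 3 SD, cut at about 13% in these data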;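 note: forskolin and galanin both at EC90 stimulate the cells; cAMP rise reported by CNG channel membrane potential dye signal; 0% = forskolin plus galanin with DMSO and 100% = forskolin alone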
# Target sequence (O60755 1-299 limits assumed): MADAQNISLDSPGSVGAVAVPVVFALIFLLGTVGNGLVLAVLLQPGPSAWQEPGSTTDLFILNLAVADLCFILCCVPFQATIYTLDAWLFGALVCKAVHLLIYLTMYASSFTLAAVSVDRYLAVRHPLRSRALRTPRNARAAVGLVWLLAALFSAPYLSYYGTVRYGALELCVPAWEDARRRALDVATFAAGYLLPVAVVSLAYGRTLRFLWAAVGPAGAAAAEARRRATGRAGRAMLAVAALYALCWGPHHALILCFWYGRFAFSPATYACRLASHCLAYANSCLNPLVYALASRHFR
# MEKK2mut PB1 HTS: signal of MEK5 binding to mutant human MEKK2 PB1 domain. bead flow cytometry, Alexa488-MEK5 binding to MEKK2 mutant. percent response, % at 10 µM. hit rate 0.35% among 290,000. AID 1530; in the data active = percent response above about 24%, passing the limit was not always enough; note: inactives centre near 1; some results filed as inactive read as strong as hits
# MEKK3 PB1 HTS: raises or lowers MEK5 binding to the human MEKK3 PB1 domain | bead-based flow cytometry, Alexa488-MEK5 binding to MEKK3; actives lie on both sides; 0 = blocked by unlabeled MEK5, 100 = vehicle | binding response (% of control), % at 10 µM | hit rate 1.4% among 290,000;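 active = binding response more than 3 SD above or below the average of its plate-row segment, actives on both sides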;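 note: Alexa488 bead fluorescence after subtracting the streptavidin-only scavenger bead signal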
# NS3 helicase inh: blocks Hepatitis C virus NS3 helicase unwinding; NS3 helicase DNA unwinding, Cy5 molecular beacon fluorescence; inhibition, % at 10.9 µM; hit rate 0.56% among 290,000; AID 1800;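 active = inhibition above the mean of all tested compounds plus 3 SD, set per campaign, cut at about 35% in these data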;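 note: 0% = DMSO wells and 100% = thioflavine S control wells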
#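 Control set: DMSO versus 110 µM thioflavine S; Material: NS3 helicase fragment of HCV; Measured by: Cy5 fluorescence at 0 and 60 min, beacon hairpin quenching; Read-out basis: percent inhibition from t60/t0 fluorescence ratio; Times: reaction time 60 min, 25 °C; Repeats: single replicate; Compound dosing: single dose, 10.9 µM nominal final, DMSO 0.8% final.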
# MEKK2 WT-MEK5: raises or lowers MEK5 binding to wildtype human MEKK2 PB1 domain. bead flow cytometry, Alexa488-MEK5 binding to MEKK2 WT; actives lie on both sides. Q9Y2U5. hit rate 1.1% among 290,000. binding response (% of control), % at 10 µM; in the data active = binding response below about 67% or above about 130%
# CRFBP-R2 block: antagonists of CRF-binding protein/CRF-R2 receptor complex; HEK293 CRF-R2/CRF-BP, CRF-induced calcium fluorescence; inhibition, % at 11.8 µM; hit rate 0.59% among 350,000; AID 588475;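 active = inhibition of the ligand-induced calcium signal above about 50% at the single tested concentration, limit read from the data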
# DNA FID counter: counter-screen for HCV NS3 helicase inhibitors: DNA intercalator displacement; DNA fluorescent intercalator displacement, fluorescence; inhibition, % at 7.9 µM; hit rate 0.17% among 290,000; AID 1845; in the data active = inhibition above about 37%;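 note: 0% = vehicle and 100% = reference compound; higher means more ethidium bromide displaced from hairpin DNA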
# SUMO HTRF inh: blocks human SUMOylation mediated by UBC9 | P63279 | HTRF SUMOylation assay, SAE1/SAE2 + UBC9, in vitro | inhibition, % at 35 µM | hit rate 0.36% among 290,000 | AID 2006; in the data active = inhibition above about 50%, passing the limit was not always enough; note: strong numbers were not always called active
# Target sequence (P63279 whole entry, looked up): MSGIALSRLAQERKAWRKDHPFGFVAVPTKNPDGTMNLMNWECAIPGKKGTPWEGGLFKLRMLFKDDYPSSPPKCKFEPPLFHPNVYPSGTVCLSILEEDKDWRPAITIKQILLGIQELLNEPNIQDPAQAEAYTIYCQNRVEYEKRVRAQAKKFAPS
# CRFR2-BP ag: CRF-BP/CRF-R2 complex agonism; HEK293 CRF-R2/CRF-BP, calcium dye fluorescence (FLIPR); percent of saturating CRF peptide response; activation, % at 13.2 µM; hit rate 0.46% among 350,000;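 active = activation of at least 50%, plus an integration ratio under a set limit after plate pattern correction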;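 note: plate controls were neutral control wells without compound for no effect and CRF at EC100 for full effect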
# * hit, by the source's call; / = no result given. Not all compounds are listed; the hit share may differ from the screen's.
# Fields: GalR3 antag	MEKK2mut PB1 HTS	MEKK3 PB1 HTS	NS3 helicase inh	MEKK2 WT-MEK5	CRFBP-R2 block	DNA FID counter	SUMO HTRF inh	CRFR2-BP ag
> CC(=O)c1ccc(OC(=O)CCN2c3ccccc3Sc3ccccc32)cc1
→ -1	0	97	13	105	1	-4	-17	0.5
> CCC(=O)N1CCc2cc(OC)c(OC)cc2C1COc1ccc(F)cc1 (stereo not drawn)
→ -7	-1	97	-7	98	6	-31	10	-0.3
> CCOc1ccc(-n2c(SCc3ccc([N+](=O)[O-])cc3)nnc2-c2ccccc2)cc1
→ 70*	0	105	2	105	28	-7	-3	0.0
> COc1cc(CC(NC(C)=O)C(=O)NC2CCN(C(=O)Nc3ccccc3Cl)CC2)cc(OC)c1 (stereo not drawn)
→ -5	-8	97	-4	90	2	-17	-4	-0.9
> Cc1ccc(NC2CCCN(C(=O)c3ccc4nccnc4c3)C2)cc1C (stereo not drawn)
→ 3	0	100	-3	105	-6	-20	4	-0.2
> O=C(NCC1CCCO1)Nc1cccc(Cl)c1 (stereo not drawn)
→ -6	-1	102	-3	103	-6	-2	17	-1.1
> CN(C)c1ccc(/C=N\S(=O)(=O)c2ccccc2)cc1
→ 0	-1	94	-1	95	-18	-11	-8	0.0
> O=S(=O)(c1ccccc1)c1cnc(-c2cccnc2)nc1-c1ccc(Cl)cc1Cl
→ -2	-1	97	-7	96	12	-19	8	4.0
> FC(F)(F)c1cccc(NCc2n[nH]c(=S)n2C2CCCCC2)c1
→ -2	-2	105	5	100	-50	-16	-11	0.0
> COc1cc2c(cc1OC)CN(c1ccc3ccccc3n1)CC2
→ -10	-10	97	3	94	0	-8	2	-1.0
> CCC1CCCCN1C(=O)CSc1nnc(CNC(=O)c2c(F)cccc2Cl)o1 (stereo not drawn)
→ -5	0	102	-5	102	-9	-27	6	1.0
> O=C(CSc1nnc(-c2ccc(OC(F)F)cc2)o1)N1CCOCC1
→ -12	-4	93	-6	91	13	-10	10	0.0
> CC(C)Cn1c(CN2CCN(C)C(CCO)C2)nc2ccccc21 (stereo not drawn)
→ -9	9	105	-5	109	7	-2	-3	1.7
> COc1ccc(-c2cc(=O)oc3cc(OCC(C)=O)ccc23)cc1
→ -5	-2	97	-3	101	34	-17	15	-0.9
> CCOC(=O)C(C(=O)OCC)C(=O)c1cc(OC)c(OC)c(OC)c1
→ -4	1	96	0	96	-2	-6	6	-0.6
> CC(=O)Nc1ccc(/C(C)=N/Nc2nc(N3CCOCC3)nc(N3CCOCC3)n2)cc1
→ 0	-2	100	5	99	-1	-17	-3	-3.1
> CN=C1C=C/C(=N/N=c2\ccn(O)cc2C)C=C1C
→ -6	4	87	0	84	22	0	-8	-3.6
> N#CC1=C(N)OC2=C(C(=O)CCC2)C12CCC1(CC2)OCCO1
→ -4	3	105	3	107	-14	-4	10	-1.6
> Cc1ccc(CN(C(=O)COc2cccc(C)c2C)C2CCS(=O)(=O)C2)o1 (stereo not drawn)
→ -2	6	98	7	101	-12	-33	13	0.0
> CCN(CC)CCCNC(=O)CSc1nc(-c2cccs2)cc(C(F)(F)F)n1
→ -3	-2	84	-2	96	14	5	8	-6.2
> COc1cc(SC)ccc1C(=O)OCC(=O)NCCNC(=O)COC(=O)c1ccc(SC)cc1OC
→ -5	0	99	-3	105	6	-62	6	0.2
> CS(=O)(=O)NCc1nnc(SCc2c(F)cccc2Cl)o1
→ 0	6	106	3	106	1	-1	12	-0.9
> COc1ccc(Oc2ccc(C(F)(F)F)cc2NC(=O)c2ccc(F)cc2)cc1
→ -4	28	133*	0	122	-5	-16	-15	3.4
> COc1ccc(C(=O)NC(=S)Nc2ccc3[nH]c(=O)[nH]c3c2)c(OC)c1
→ -9	0	99	14	98	0	-7	/	0.1
> CC(=O)Nc1ccc(-c2csc(NCc3ccccc3)n2)cc1
→ -6	-3	102	-19	98	-15	-8	-1	0.5
> Cc1[nH]c(=O)[nH]c(=O)c1S(=O)(=O)N1CCCC(C(=O)NCCc2ccccc2)C1 (stereo not drawn)
→ 1	-1	98	7	100	-9	-6	19	4.2
> COc1cccc(N2CCN(C(=O)c3ccc4nc(N5CCCCC5)sc4c3)CC2)c1
→ -2	3	105	-17	103	14	-41	4	0.1
> O=C(CSc1nnc(-c2c[nH]c3ccccc23)o1)c1ccccc1
→ -6	-6	90	-6	90	-8	5	6	-0.7
> O=C1C(=O)N(Cc2cccnc2)C(c2cccc([N+](=O)[O-])c2)/C1=C(/O)c1ccc2c(c1)OCO2 (stereo not drawn)
→ -3	5	105	1	100	-2	-51	7	1.4
> O=C1c2ccccc2NC(c2cccc(F)c2)N1Cc1ccccc1 (stereo not drawn)
→ -7	1	101	-14	99	9	-19	9	-2.0
> COc1cccc(CC2(CO)CCCN(Cc3ccc(-c4ccco4)cc3)C2)c1 (stereo not drawn)
→ -2	-7	89	-27	97	-8	1	9	7.3
> COc1ccccc1NS(=O)(=O)c1cccc(C(=O)NCc2ccccn2)c1
→ -3	9	103	-7	109	5	-17	22	1.7
> COCCCNC(=S)Nc1ccc(C)cc1[N+](=O)[O-]
→ -6	-7	88	3	96	18	3	12	-1.1
> Cc1ccc2c(C(=O)CN3CC(C)CC(C)C3)c(C)[nH]c2c1 (stereo not drawn)
→ -13	8	103	5	103	/	-4	2	/
> CN1C(=O)N(C)C2(c3ccccc3)NNC(N)=NC12c1ccccc1 (stereo not drawn)
→ -5	9	103	11	102	4	-2	6	1.0
> O=S(=O)(Nc1ccc(-c2cn3c(n2)SCC3)cc1)c1ccccc1F
→ -2	5	100	-1	106	-6	-12	5	0.2
> N#CC1=C2N=C(N)c3ccccc3N2C2=C(C(=O)CCC2)C1c1ccc(F)cc1 (stereo not drawn)
→ -8	0	99	-3	95	0	-14	11	0.8
> Cc1ccc(C(=O)OCC(=O)N2CCOCC2)cc1
→ -8	2	100	-4	100	4	-1	16	0.6
> CN(C)Cc1nc2c([nH]1)c(=O)n(C)c(=O)n2C
→ 2	2	107	-2	104	-1	-3	3	1.2
> C/C(=N/NC(=O)CNC(=O)c1ccccn1)c1ccccc1
→ -1	-1	104	8	106	-16	-6	9	2.3

# Three compounds already listed, ordered by length of the SMILES, lowest first.
# Fields: GalR3 antag	MEKK2mut PB1 HTS	MEKK3 PB1 HTS	NS3 helicase inh	MEKK2 WT-MEK5	CRFBP-R2 block	DNA FID counter	SUMO HTRF inh	CRFR2-BP ag
> Cc1ccc(C(=O)OCC(=O)N2CCOCC2)cc1
→ -8	2	100	-4	100	4	-1	16	0.6
> C/C(=N/NC(=O)CNC(=O)c1ccccn1)c1ccccc1
→ -1	-1	104	8	106	-16	-6	9	2.3
> COc1ccc(C(=O)NC(=S)Nc2ccc3[nH]c(=O)[nH]c3c2)c(OC)c1
→ -9	0	99	14	98	0	-7	/	0.1

# Whole records as entered above. Screens in order: GalR3 antag | MEKK2mut PB1 HTS | MEKK3 PB1 HTS | NS3 helicase inh | MEKK2 WT-MEK5 | CRFBP-R2 block | DNA FID counter | SUMO HTRF inh | CRFR2-BP ag
# `N#CC1=C2N=C(N)c3ccccc3N2C2=C(C(=O)CCC2)C1c1ccc(F)cc1` (stereo not drawn) is listed as -8 | 0 | 99 | -3 | 95 | 0 | -14 | 11 | 0.8
# `CC(=O)Nc1ccc(-c2csc(NCc3ccccc3)n2)cc1` is listed as -6 | -3 | 102 | -19 | 98 | -15 | -8 | -1 | 0.5

# The main list resumes; the 2 compounds before the break are reprinted first.
# Fields: GalR3 antag	MEKK2mut PB1 HTS	MEKK3 PB1 HTS	NS3 helicase inh	MEKK2 WT-MEK5	CRFBP-R2 block	DNA FID counter	SUMO HTRF inh	CRFR2-BP ag
> CN(C)Cc1nc2c([nH]1)c(=O)n(C)c(=O)n2C
→ 2	2	107	-2	104	-1	-3	3	1.2
> C/C(=N/NC(=O)CNC(=O)c1ccccn1)c1ccccc1
→ -1	-1	104	8	106	-16	-6	9	2.3
> Cc1ccc(C2=NN(C(=O)CNCCO)C(c3cccs3)C2)cc1 (stereo not drawn)
→ -9	0	95	-19	96	-4	-9	-3	-1.2
> O=C(/C=C/c1ccc(F)cc1)NC(=S)Nc1ccccc1O
→ -12	3	106	3	99	26	-11	-10	-1.1
> Cc1cccc2sc(N(CCCN(C)C)C(=O)c3ccc(S(=O)(=O)N4CCc5ccccc5C4)cc3)nc12
→ -6	51*	108	-43	216*	-27	38*	19	2.8
> Fc1ccc(C2=CC(c3ccco3)n3nnnc3N2)cc1 (stereo not drawn)
→ -1	4	101	-2	100	14	-2	20	0.8
> O=S(=O)(c1ccccc1F)N1CCC(c2nc3ccccc3[nH]2)CC1
→ -5	1	97	-6	98	2	0	-10	-1.4
> Cn1c(=O)c2c(nc3n2CC(COc2ccccc2)O3)n(C)c1=O (stereo not drawn)
→ -1	-2	103	31	105	7	-14	0	-0.4
> O=c1cc(N2CCOCC2)[nH]c(=O)n1Cc1ccc(F)cc1
→ /	13	117	2	120	-62	-1	2	29
> O=C1C2C3C=CC(C3)C2C(=O)N1c1cccnc1 (stereo not drawn)
→ -4	-2	97	-8	96	4	2	10	-0.2
> COc1cccc(N2CCN(S(=O)(=O)c3ccc4nc(-c5ccccc5)[nH]c4c3)CC2)c1
→ -1	5	108	-11	112	0	-4	-15	-1.2
> COc1ccc(C(=O)N2CC3(CC(c4cccc(NC(=O)CC(c5ccccc5)c5ccccc5)c4)=NO3)C[C@H]2C(N)=O)cc1 (stereo partly drawn)
→ -1	1	98	/	91	1	/	0	0.1
> COc1ccc(C)cc1S(=O)(=O)Nc1ccncc1
→ 0	1	104	-3	103	19	-1	4	3.6
> Cc1cccc(OCc2nnc(SCC(=O)Nc3sc(C)c(C)c3C#N)n2C)c1
→ -1	-1	102	-2	97	-4	-3	-1	-0.6
> O=C(NCC1CCCO1)c1ccc(Br)s1 (stereo not drawn)
→ 2	8	105	3	105	3	-2	-2	-0.1
> COc1cccc(Nc2nc3ccc(OC)cc3s2)c1
→ 0	-12	81	-21	81	-1	-8	-11	0.5
> CCCCNC(=O)N1CCCC(C(=O)c2cc(C)c(OC)c(C)c2)C1 (stereo not drawn)
→ -5	15	107	1	108	35	-30	7	0.8
> Oc1c(Br)cc(/C=N/Nc2ccc(Cl)nn2)cc1Br
→ -10	2	96	17	93	17	-5	27	1.3

# Shown as a hit in MEKK3 PB1 HTS (from the list above):
compound | GalR3 antag | MEKK2mut PB1 HTS | MEKK3 PB1 HTS | NS3 helicase inh | MEKK2 WT-MEK5 | CRFBP-R2 block | SUMO HTRF inh | CRFR2-BP ag
COc1ccc(Oc2ccc(C(F)(F)F)cc2NC(=O)c2ccc(F)cc2)cc1 | -4 | 28 | 133* | 0 | 122 | -5 | -15 | 3.4
